Menin MLL FP TR – menin-MLL binding inhibition, Texas Red mutant peptide. hit rate 0.23% among 270,000. Menin + Texas Red MLL mutant peptide, fluorescence polarization. AID 1768. O00255. Potency, µM (series often up to 61.6 µM), inactives show at the highest dose FP activity change, negative = inhibition, most hits filed as inhibitors; active means well fitted inhibition curve with a large enough effect in the polarisation, with a control signal flat, not every such curve was filed as active; inconclusive means small, poorly fitted or top-dose-only effect, or effect the other way, or a change in a side signal; inactive means no such curve, though single readings can be large or run the other way; the % refers to the polarisation; further: potency means the concentration at half of the fitted maximal effect; % of control where 0% means no effect; many of its hits are not listed in these tables
Tb PFK inh – T. brucei PFK enzyme inhibition | T. brucei PFK, ADP-Glo luminescence | AID 485367 | Potency, µM (top dose mostly 57.5 µM), for the others: top-dose activity, negative = inhibition, most hits filed as inhibitors | O15648 | hit rate 0.17% among 330,000;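 further: potency means the concentration at half of the fitted maximal effect; 0% = uninhibited 1x PFK enzyme wells and -100% = no-enzyme wells; nearly all actives have a fitted effect of over 60% in size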
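Compounds were pin-transferred as a titration series up to 57 uM into substrate buffer (0.5 mM F6P, 0.1 mM ATP, pH 8.0), then 1.25 nM PFK was added and reactions ran 45 min before ADP-Glo detection.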
B2AR arrestin – agonists driving beta-arrestin recruitment to human beta2-adrenergic receptor; P07550; beta-arrestin recruitment to beta2AR, cell-based reporter; Potency, µM (series often up to 46.1 µM), for inactives: at the highest dose activation, most hits filed as activators; hit rate 0.02% among 330,000;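 further: potency means the concentration at half of the fitted maximal effect; 0% = DMSO controls and full agonism = EC100 isoproterenol or metaproterenol; nearly all actives have a fitted effect of over 65% in size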
a7 integrin act – integrin-mediated muscular dystrophy alleviation activation. Potency, µM (doses to about 38.3 µM), for the others: top-dose activation, hits mostly activators. hit rate 0.064% among 350,000. alpha7betagal myoblasts, beta-gal FDG fluorescence, 48 h;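 further: potency means the concentration at half of the fitted maximal effect; 100% = response of the positive control SU9516; nearly all actives have a fitted effect of over 60% in size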
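Alpha7betagal+/- myoblasts (passage 13) were plated 16-24 hr, then exposed to compounds (1:260 dilution of DMSO stock) for 48 hours at 37C. After MPER lysis, β-galactosidase reporter activity was read as FDG fluorescence (ex 480/em 540) after 30 minutes.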
Giardia killer – kills Giardia lamblia | Giardia lamblia trophozoite viability | activity change, % at 7.66 µM, hits read low | hit rate 0.15% among 340,000 | AID 540267; in the data active means activity change below about -80%; inconclusive means between about -30% and that limit;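 further: parasites exposed to compound for two days anaerobically before the ATP read; on the % scale 0 is the no-effect control and ±100 the full control effect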
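Giardia lamblia trophozoites (100 cells/well) were incubated with compounds for 48 h at 37 deg C under anaerobic conditions. Viability was read as ATP content by one-step luminescence after 15-30 min at room temperature.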
PKM2 activator – activators of human pyruvate kinase M2; P14618; hit rate 0.34% among 260,000; purified PKM2, Kinase-Glo ATP luminescence, activation; response scale: 0% is enzyme alone, no compound; Potency, µM (highest dose often 57.5 µM), without a hit: at the highest dose activation, most hits filed as activators; AID 1631; further: potency means the concentration at half of the fitted maximal effect; on the % scale 0 is the no-effect control and ±100 the full control effect; nearly all actives have a fitted effect of over 55% in size
Target sequence (P14618 whole entry, looked up): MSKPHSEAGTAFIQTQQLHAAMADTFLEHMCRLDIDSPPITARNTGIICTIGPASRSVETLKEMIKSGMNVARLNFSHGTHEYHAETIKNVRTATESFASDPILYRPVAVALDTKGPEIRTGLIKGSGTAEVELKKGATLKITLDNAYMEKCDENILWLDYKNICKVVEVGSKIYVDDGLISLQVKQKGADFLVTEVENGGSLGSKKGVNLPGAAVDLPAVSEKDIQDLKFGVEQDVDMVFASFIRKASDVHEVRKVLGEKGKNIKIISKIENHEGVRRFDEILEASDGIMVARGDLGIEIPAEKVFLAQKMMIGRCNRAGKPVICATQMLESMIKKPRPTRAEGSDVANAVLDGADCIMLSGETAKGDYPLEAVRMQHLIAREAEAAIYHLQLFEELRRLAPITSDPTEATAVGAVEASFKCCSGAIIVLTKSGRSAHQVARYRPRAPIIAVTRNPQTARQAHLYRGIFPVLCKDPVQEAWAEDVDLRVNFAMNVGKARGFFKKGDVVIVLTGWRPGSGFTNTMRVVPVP
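Kinase-Glo luminescence reports ATP generated from ADP (0.1 mM) and PEP (0.5 mM) by purified hPK-M2 after 1 h at room temperature, pH 7.2 imidazole buffer; intermediate enzyme activity allows detecting inhibitors and activators.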
ASM inhibitor – blocks human secretory acid sphingomyelinase; hit rate 0.006% among 340,000; Potency, µM (top dose mostly 57.5 µM), inactives show at the highest dose activity change, negative = inhibition, hits mostly inhibitors; P17405; placental ASM, HMU-PC fluorogenic substrate, 60 min; further: potency means the concentration at half of the fitted maximal effect
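Fluorogenic HMU-PC substrate (9 uM final) is turned over by placental ASM in 60 min at 37 C after a 10 min compound preincubation. Reaction ended by alkaline stop (pH 10), with fluorescence read at 386/447 nm.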
GALK inhibitor – blocks human galactokinase activity; Potency, µM (series often up to 57.5 µM), without a hit: at the top dose activity change, negative = inhibition, actives largely listed as inhibitors; P51570; Purified GALK, Kinase-Glo residual ATP luminescence; hit rate 0.007% among 270,000; further: potency means the concentration at half of the fitted maximal effect; on the % scale 0 is the no-effect control and ±100 the full control effect
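Quantitative HTS: GALK 5 nM, ATP 35 uM, galactose 100 uM, 1 h room temperature, then luciferase-based ATP detection.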
BCR signal inh – inhibitors of chronic active B-cell receptor signaling; ABC-DLBCL IkBa-CBG/CBR reporter, luminescence ratio, 4 h; Potency, µM (doses to about 46.1 µM), without a hit: at the highest dose ratio change, negative = lower green/red ratio, usual class: inhibitors; hit rate 0.05% among 340,000; active means well fitted inhibition curve with a large enough effect in the signal ratio, with a control signal flat, not every such curve was filed as active; inconclusive means small, poorly fitted or top-dose-only effect, or effect the other way, or a change in a side signal; the % refers to the signal ratio;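 further: potency means the concentration at half of the fitted maximal effect; plate controls were basal doxycycline-induced cells for no effect and cells given 10 µM MG132 for full effect; MG132 reads +100%, hits lower the ratio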
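Compounds up to 46 uM were incubated four hours with TMD8 cells whose green CBG68 luciferase is fused to IkappaBalpha; red CBR luminescence normalised the signal, and concentration-effect curves were fitted to fusion, red and ratio data.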
Coupling enz – inhibits coupling enzyme system, counter-screen for aldolase hits; hit rate 0.67% among 290,000; coupling enzyme system counterscreen, AmpLite Red fluorescence; activity change, negative = inhibition, % at 58.2 µM, hits read low; AID 2472; in the data active means activity change below about -30%; further: on the % scale 0 is the no-effect control and ±100 the full control effect
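Activity here indicates interference with the coupling reaction, not aldolase inhibition. Compounds at 57.5 uM final met coupling enzymes for 10 min at RT; substrate and AmpLite Red detection followed, with a 525/598 nm fluorescence read after 20 min.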
TSG101-PTAP inh – blocks PTAP/TSG101 interaction to inhibit HIV-1 budding | Q99816 | Fluorescence polarization, FITC-PTAP peptide / Tsg101 binding | Potency, µM (doses to about 115 µM), for the others: top-dose activity change, negative = inhibition, actives largely listed as inhibitors | 340,000 tested, under 10 active; active means well fitted inhibition curve with a large enough effect in the main read-out, with a control signal flat, not every such curve was filed as active; inconclusive means small, poorly fitted or top-dose-only effect, or effect the other way, or a change in a side signal; inactive means no such curve, though single readings can be large or run the other way; further: potency means the concentration at half of the fitted maximal effect; % of control where 0% means no effect
Target sequence (Q99816 whole entry, looked up): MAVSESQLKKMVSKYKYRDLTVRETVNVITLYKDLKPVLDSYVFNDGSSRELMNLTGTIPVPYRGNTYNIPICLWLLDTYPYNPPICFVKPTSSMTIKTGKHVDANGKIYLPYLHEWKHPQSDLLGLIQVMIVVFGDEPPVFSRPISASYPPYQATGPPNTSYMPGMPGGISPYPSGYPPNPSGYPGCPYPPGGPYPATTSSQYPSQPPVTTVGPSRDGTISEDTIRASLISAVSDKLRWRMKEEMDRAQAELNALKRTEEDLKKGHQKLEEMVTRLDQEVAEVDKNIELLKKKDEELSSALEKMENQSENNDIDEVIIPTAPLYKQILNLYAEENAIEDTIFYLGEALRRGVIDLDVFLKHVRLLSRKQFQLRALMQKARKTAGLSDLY
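FP read-out: FITC-PTAP peptide, 50 nM final, binding Tsg101 binding domain, 10 uM final; 20 min, r.t.; 10 mM HEPES pH 7.5, 0.15 M NaCl, 0.01% Tween 20, 3 mM EDTA, 0.1 mM TCEP.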
* = called active by the depositor; u = inconclusive; x = no result given; [ ] = another dose, or the depositor's remark. Unless noted, the call rests on the fitted dose curve; in most records, active means well fitted curve in the direction sought with a large enough effect; inconclusive means small, poorly fitted or top-dose-only effect, or another doubt; inactive means no such curve, though single readings can be large; an effect the other way counts as inactive or inconclusive.

SMILES | Menin MLL FP TR | Tb PFK inh | B2AR arrestin | a7 integrin act | Giardia killer | PKM2 activator | ASM inhibitor | GALK inhibitor | BCR signal inh | Coupling enz | TSG101-PTAP inh
O=C(NC1CCCCC1)C(c1ccncc1)N(C(=O)c1csnn1)c1ccccc1F (stereo not given) | 0% | -1% | 0.5% | -31% | 12 | 2% | 10% | 0% | 7% | -1 | -2%
Cc1cc(SCC(=O)N(C)CC(=O)Nc2ccc(F)cc2)nc2ccccc12 | -2% | -6% | -1.3% | 1% | -8 | 1% | -5% | 0% | -2% | -10 | 2%
O=C(CN(c1ccc2c(c1)OCCO2)S(=O)(=O)c1ccccc1)NCC1CCCO1 (stereo not given) | -18% | -26% | 0.0% | 21% | -11 | -5% | -1% | 1% | -7% | 2 | 1%
Cc1cccc(C)c1OCC(=O)OCC(=O)Nc1ccc(Cl)cn1 | x | -3% | -3.8% | -37% | 24 | x | -3% | x | 14% | x | -1%
O=C(Nc1nnc(Cc2ccc(Cl)cc2)s1)c1cccs1 | -20% | 1% | 0.0% | -2% | -3 | 6% | 1% | 0% | u | 4 | 0%
COC(=O)c1ccc(-c2n[nH]c(=O)c3ccccc23)cc1 | 1% | -4% | -0.8% | 18% | 13 | -6% | 0% | 3% | 7% | 2 | -8%
COC(=O)c1sc(S(=O)(=O)NC(C)C(=O)O)c(C(=O)OC)c1C (stereo not given) | -2% | -2% | -1.7% | 19% | 5 | -18% | 1% | -1% | -2% | 0 | -1%
CCOc1ccc(NS(=O)(=O)c2ccc(NC(=O)c3cccnc3)c(OC)c2)cc1 | 0% | -12% | 0.4% | 0% | -5 | u | -1% | 7% | u | 1 | -4%
O=C(Cn1nc(-c2cccc(Cl)c2)ccc1=O)Nc1cccnc1 | 3% | 3% | 0.4% | -10% | -1 | -1% | -2% | 1% | -1% | -1 | -8%
Cc1ccc2c(CSc3nncn3C)cc(=O)oc2c1C | 10% | 3% | 0.0% | 2% | -7 | -1% | 2% | 7% | -1% | 1 | -2%
CCOC(=O)Cc1csc(NC(=O)COc2ccc(C)c(C)c2)n1 | 10% | -5% | 0.0% | -61%[inhibitor] | 0 | -15% | -4% | 0% | u | -1 | -7%
CCN(C(=O)/C=C/c1ccccc1)C1CCCCC1 | -13% | -1% | 0.2% | 19% | 13 | 2% | -3% | -3% | u | 0 | -2%
CCOC(=O)N1c2ccccc2Sc2ccccc21 | -24% | 0% | 0.3% | 11% | -14 | 1% | -5% | -1% | 3% | -2 | -2%
CN(CC1CCCN(CCc2ccccc2F)C1)C(=O)c1ccoc1 (stereo not given) | 12% | 4% | -0.6% | 8% | 14 | 1%[0.46 µM] | 5% | 0% | -14% | -1 | -7%
COC(=O)c1ccc(Cn2cnc3c(cnn3-c3ccc(C)c(C)c3)c2=O)o1 | 1% | 0% | 0.5% | -12% | -10 | 5% | -11% | -4% | 0% | 0 | -4%
CCCN1CCN(CCCNC(=O)CCCn2nc(C)c3sc4ccccc4c3c2=O)CC1 | -2% | -5% | -1.1% | -37% | 28 | x | 1% | -3% | 2% | 1 | -7%
COc1ccc(-c2csc(Nc3cc(C)ccn3)n2)cc1C | u | 7% | -1.0% | 3% | -3 | x | 0% | x | 3% | 2 | -8%
O=C(NNC(=O)c1ccc2c(=O)n3c(nc2c1)CCC3)c1cccc(Cl)c1 | x | -4% | -0.9% | 0% | 22 | x | -2% | x | u | x | 0%
O=C(CSc1nc2ncccc2[nH]1)NC1CCCCC1 | 25% | -8% | 0.0% | 15% | -14 | 1% | 1% | -2% | 0% | -1 | -6%
Cc1ccc(Cl)cc1N1C(=O)CC(Sc2ncccn2)C1=O (stereo not given) | 9% | 8% | 0.0% | 22% | -13 | 9% | 5% | 0% | -9% | 2 | -3%
C#CCOCCOCCOCCNc1nc(N2CCN(C(=O)[C@H](CCCN=C(N)N)n3cc(C(N)[C@@H](C)CC)nn3)CC2)nc(N2CCN(C(=O)[C@H](CCC(=O)O)n3cc([C@@H](N)CC(N)=O)nn3)CC2)n1 (stereo not given in full) | x | 1% | -0.8% | 9% | -3 | x | -1% | x | -3% | x | -4%
NC(=O)c1c(NC(=O)c2ccc([N+](=O)[O-])o2)sc2c1CCCC2 | -12% | -3% | 0.0% | u | -91* | x | 9% | 0% | -8% | -2 | 0%
CCOCCCNC(=O)c1ccc(N2CCOCC2)c(NS(=O)(=O)c2ccc(OC)cc2)c1 | u | -1% | -0.1% | u | -14 | -3% | -1% | -2% | u | -2 | -8%
COc1ccccc1N1CCN(C(=O)c2cccc(C(=O)N3CCN(c4ccccc4OC)CC3)c2)CC1 | -23% | 0% | -3.7% | -6% | -11 | -6% | 5% | x | -1% | 0 | -2%
Nc1cccc(-c2nc3ccccc3[nH]2)c1 | 4% | 3% | 0.0% | 0%[7.66 µM] | -2 | 2% | 3% | -2% | u | 8 | -3%
COc1cc(Br)cc2cc(C(=O)N3CCCCC3C)c(=O)oc12 (stereo not given) | -7% | 7% | -0.4% | 17% | -9 | 1% | -3% | -3% | -3% | 2 | -7%
COC(=O)N1[C@H](C)C=C[C@]1(Cc1ccccc1)C(=O)NCCCNc1ncc(C(F)(F)F)cc1Cl | 2% | x | x | 22% | 19 | -2% | -10% | x | x | -4 | 0%
Cc1cccc(N2CCN(C(=O)C(NS(=O)(=O)c3cccs3)c3ccccc3)CC2)c1C (stereo not given) | -20% | -7% | -0.3% | -27% | -5 | -6% | 0% | -2% | 13% | -4 | 0%
COc1ccccc1OCCNc1ccc(S(=O)(=O)N2CCCC2)cn1 | x | -1% | 0.0% | -12% | -9 | x | 0% | x | u | x | -3%
COCCNC(=O)C(c1ccc(OC)cc1)N(CCOC)C(=O)CCC(=O)Nc1nccs1 (stereo not given) | -1% | -3% | -1.0% | u | -6 | u | 2% | 0% | -4% | 0 | -6%
Cc1ccc(NC(=O)CCC(=O)OCC(=O)c2ccc(-c3ccccc3)cc2)cc1 | -16% | -1% | -0.1% | 2%[7.66 µM] | 4 | -4% | 3% | -1% | 2% | 4 | 0%
O=C(Cc1cccs1)Nc1ccccc1-c1nc2ccccc2[nH]1 | x | 13% | -0.5% | 7% | -12 | 2% | 1% | -5% | -1% | -1 | 0%
CC1=C(Sc2nc3ccccc3[nH]2)C(=O)NC(C)(C)C1 | 0% | 3% | 0.1% | 9% | -12 | -2% | 0% | 8% | 1% | -3 | -5%
COc1cccc(CCNC(=O)CCc2nnc(-c3ccc4c(c3)OCO4)o2)c1 | x | -13% | -1.2% | -26% | -7 | x | -1% | 0% | -5% | x | -1%
CCOC(=O)C1CCCN(C(=O)c2ccc(S(=O)(=O)NCc3ccco3)cc2)C1 (stereo not given) | x | -4% | -0.1% | 5% | -2 | x | 7% | x | 5% | x | -1%
COC(=O)c1nn(-c2cccc(C)c2)c2nnc(Cc3ccccc3)c(=O)n12 | 0% | -2% | 0.0% | 9% | -29 | 3% | -6% | 0% | 5% | -1 | 0%
CC1=C/C(=C(\c2ccc(O)c(C)c2)c2ccccc2S(=O)(=O)O)C=CC1=O | -12% | 3% | -0.5% | -21% | -13 | 6%[11.5 µM] | -1% | -3% | 0% | 6 | -4%
CCCNC(=O)COc1nc2ccccc2nc1N1CCOCC1 | -8% | 11% | -0.7% | 23% | 13 | 0% | 0% | 2% | 5% | 2 | 0%
CCOc1ccc(OCCOCCN2CCCC2)cc1 | -15% | -6% | 0.1% | 2% | 12 | 0%[11.5 µM] | 6% | 7% | -2% | -1 | -4%
CSc1ncccc1C(=O)OCC(=O)c1ccc(S(=O)(=O)N2CCCCC2)cc1 | x | 5% | 0.1% | 2% | -8 | x | 0% | x | -13% | x | -1%
O=C(CSc1nccn(-c2cccc(F)c2)c1=O)Nc1ccc(Cl)cc1F | u | -6% | 0.4% | -6% | 4 | -5% | 17% | -2% | 1% | 1 | 0%
O=CN1CCN(C(=O)c2ccc(Br)o2)CC1 | -7% | 2% | 0.6% | 9% | -12 | -4% | 2% | -2% | -3% | -2 | -4%
CCN(CC)C(=O)CSc1nnc2c3ccccc3n(C)c2n1 | 7% | -1% | -1.0% | -41%[inhibitor] | -12 | 0% | 1% | -4% | 2% | 3 | -1%
CC1CCc2sc(C(=O)OC(C)C(=O)Nc3ncc(Cl)cc3Cl)cc2C1 (stereo not given) | -7% | -1% | 0.6% | x | x | -22% | x | 3% | -2% | -1 | x

Assay outcomes (PubChem BioAssay)

This is a subset, so the mix of outcomes need not match the whole.
